# High-throughput results as filed in PubChem.
# tuberculosis growth – growth inhibition of non-replicating M. tuberculosis (AID 488890) | 320,000 compounds, 0.39% hits | one-dose inhibition, % at 25 µM; IC50 in µM for titrated hits | Mycobacterium tuberculosis non-replicating, growth inhibition; higher % means a stronger effect; in the data active = a potency from the dose series; inconclusive = inhibition mostly from about 82% at the one dose, without a potency; inactive = the rest, 99 in 100 with inhibition below about 76%;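 note: plate controls were DMSO cells for no effect and high antibiotic wells for full effect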
# PhoP GFP inhibition – Inhibition of PhoP regulon, Salmonella typhi GFP reporter cells, confirmation, 4 h (AID 1850); Salmonella Typhi PhoP-promoter GFP reporter, fluorescence, 4 h; higher % means a stronger effect; one-dose inhibition, % at 50 µM; IC50 in µM for titrated hits; 310,000 compounds, 0.33% hits; in the data active = a potency from the dose series; inconclusive = inhibition mostly from about 25% at the one dose, without a potency; inactive = the rest, 99 in 100 with inhibition below about 19%;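 note: 0% = induced wells with vehicle and 100% = uninduced wells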
# inhibitors of VEEV – inhibitors of VEEV TC-83 cytopathic effect, confirmation, Vero cells (AID 588727). Vero cells, VEEV TC-83 cytopathic effect inhibition; higher % means a stronger effect. one-dose inhibition, % at 20 µM; IC50 in µM for titrated hits. 350,000 compounds, 0.13% hits; in the data active = a potency from the dose series; inconclusive = inhibition mostly from about 14% at the one dose, without a potency; inactive = the rest, 99 in 100 with inhibition below about 12%; note: strong numbers were not always called active
# influenza NS1A – H1N1 influenza NS1A inhibitors, functional cell based assay (AID 504329) | NS1A functional cell-based assay, percent inhibition; higher % means a stronger effect | inhibition, % at 12.5 µM; hits with a dose series show IC50 in µM | 340,000 compounds, 0.3% hits; in the data active = a potency from the dose series; inconclusive = inhibition above about 27% without an active follow-up result; note: strong numbers were not always called active
# M. tuberculosis HTS – M. tuberculosis growth inhibition, HTS (AID 449762); 330,000 compounds, 0.59% hits; M. tuberculosis H37Rv growth inhibition, 7H9 media; higher % means a stronger effect; one-dose inhibition, % at 25 µM; IC50 in µM for titrated hits; in the data active = a potency from the dose series; inconclusive = inhibition above about 70% without an active follow-up result;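 note: bacterial growth assessed after seven days of incubation; strong numbers were not always called active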
# inhibitors of VEEV 10K pilot screen – recorded beside inhibitors of VEEV, whose call it bears; inhibition, %; measured here: 10K pilot screen inhibition
# * hit, by the source's call; i = inactive; ? = inconclusive; / = not tested or not shown; & = joins results of further samples.
SMILES,tuberculosis growth,PhoP GFP inhibition,inhibitors of VEEV,influenza NS1A,M. tuberculosis HTS,others
CCc1c(C)nc(N)nc1N1N=C1SCCOc1ccccc1,13%,8%,0.8%,8%,1%,
CCOc1cccc2cc(-c3nnc(NCc4ccco4)s3)c(=O)oc12,26%,-5%,7.2%,-3%,-10%,
Cc1cccc(NC(=S)N2CCCCC2)c1,-18%,-2%,0.3%,-2%,-1%,
CCN(CC(=O)Nc1cccc(OC)c1)C(=O)c1cccc(S(=O)(=O)N2CCc3ccccc32)c1,-8%,/,2.9%,-6%,-3%,
CCCC[n+]1ccn(-c2nc3ccccc3nc2[N-]S(=O)(=O)c2ccccc2)c1,9%,3%,0.1%,-4%,-14%,
O=C(Nc1nccs1)C1CCN(S(=O)(=O)c2ccc(F)cc2)CC1,-7%,8%,i,8%,2%,
CCOc1ccc(S(=O)(=O)NC(C)C)cc1C(N)=O,-22%,6%,1.5%,7%,-11%,
COc1ccccc1-n1c(=O)oc2ccc(Cl)cc2c1=O,i,1%,6.1%,-11%,-2%,
CS(=O)(=O)c1ccc(CNC(=O)C2(C(F)(F)F)C/C(=C/CCO)CCCO2)cc1 (stereo unspecified),-9%,9%,0.5%,2%,-2%,
COC1=CC(=O)O[C@@H](/C=C/c2ccccc2)C1,-5%,8%,i,0%,2%,
O=C(CCSc1ccccn1)c1ccccc1,9.7µM*,10%,i,-6%,10µM*,
O=C(O)CNc1nc(-c2ccccc2)nc2ccccc12,-4%,-8%,0.9%,0%,-20%,
CC(=O)Nc1ccc(NC(=O)c2sc(-c3ccccc3)nc2C)cc1,-20%,-3%,1.6%,-7%,-1%,
CS(=O)(=O)c1ccc(Cl)c(NC(=O)COC(=O)CNC(=O)c2sc3ccccc3c2Cl)c1,5%,-6%,1.8%,-2%,-4%,
COc1cccc(Nc2ncccc2C(=O)O)c1,1%,-2%,0.4%,4%,1%,
CCOCC(=O)Nc1ccc(S(=O)(=O)N2CCC(c3nc4ccccc4[nH]3)CC2)cc1,16%,5%,5.8%,-12%,-2%,
CCOc1ccccc1NC(=O)c1cccc(S(=O)(=O)N(Cc2ccccc2)c2ccccc2OC)c1,13%,-9%,9.7%,-1%,14%,
COc1ccc(C(=O)OCCOc2cccc(Cl)c2)cc1S(=O)(=O)N1CCOCC1,-3%,-6%,3.3%,2%,-10%,
COc1cc(/C=C2/SC(=S)N(CC(=O)O)C2=O)ccc1OCC(=O)Nc1ccc(C)c(C)c1,15%,-4%,1.1%,-1%,-6%,
Cc1cc(C)c(S(=O)(=O)NCC(c2ccc3c(c2)OCO3)N2CCOCC2)c(C)c1 (stereo unspecified),-4%,7%,i,-2%,-1%,
Cc1cc(OCc2cccc(S(=O)(=O)N3CCOCC3)c2)ccc1Cl,28%,/,i,-12%,-12%,
Cc1ccc(S(=O)(=O)N2CCCCC2)cc1NC(=O)CSc1ncn[nH]1,13%,0%,1.8%,-6%,-2%,
CCCN1C2CCCC1CC(NC(=O)c1ccccc1Br)C2 (stereo unspecified),-3%,1%,0.6%,-23%,-4%,
Cc1ccc(N(CC(=O)NCC2CCCO2)S(C)(=O)=O)cc1Cl (stereo unspecified),3%,3%,0.0%,-18%,6%,
Cc1nn(Cc2ccccc2)c(C)c1C(=O)N1CCN(CC(=O)Nc2ccc(F)cc2)CC1,3%,/,2.8%,-6%,6%,
COc1ccc2nc(C)cc(SCC(=O)N/N=C/c3ccc(O)c(O)c3)c2c1,-10%,7%,i,-1%,-3%,
O=C(CSc1nnc(-c2ccc(F)cc2)c2ccccc12)Nc1ccccc1,48%,26%,7.8%,0%,-4%,
CC1CC(C)(C)NCCNC(C)CC(C)(C)NCCN1 (stereo unspecified),-9%,16%,i,7%,5%,
COC(=O)c1cc2sc(Cl)cc2n1CC(=O)Nc1ccc(OC)c(OC)c1OC,4%,5%,i,6%,10%,
O=C(CC(Cc1ccccc1)c1ccco1)NCc1ccco1 (stereo unspecified),-2%,10%,i,-5%,-4%,
COc1ccc(C(O)(C2CCCCC2)C(CN2CCOCC2)c2ccccc2)cc1 (stereo unspecified),44%,2%,i,-25%,11%,
Cn1c(=O)c2c(nc(CN3CCN(c4ccccc4F)CC3)n2CCCc2ccccc2)n(C)c1=O,9%,0%,9.2%,-8%,4%,
CCC(=O)Nc1ccccc1C(=O)N1CCN(Cc2ccccc2)CC1,-4%,2%,1.2%,0%,0%,
COc1ccc(NC(=O)CSCC(=O)N(C)CCOc2ccc(Cl)cc2)cc1,?,1%,1.4%,-7%,?,
CCC(=O)Nc1cccc(C(=O)/C=C/c2cccs2)c1,?,-4%,7.8%,2%,46%,
Cc1ccc(OCCC(=O)NNC(=O)c2nn(C)c(=O)c3ccccc23)cc1,-24%,/,1.6%,-4%,0%,
COC(=O)c1ccccc1S(=O)(=O)N1Cc2cc([N+](=O)[O-])ccc2Oc2ccccc21,-1%,1%,0.3%,2%,-6%,
COc1ccc(N(C(=O)Cn2nnc(-c3ccc(Cl)cc3)n2)C(C(=O)NCC2CCCO2)c2ccncc2)cc1 (stereo unspecified),-9%,7%,1.2%,0%,3%,inhibitors of VEEV 10K pilot screen=1.3
Cn1c(CCc2ccccc2)nnc1SCC(=O)N1CCCC1,-12%,6%,0.2%,-4%,-9%,
Cc1occc1C(=O)NNC(=S)NCc1ccc(Cl)cc1,-5%,3%,0.2%,-5%,2%,
Cc1nnc(NC(=O)CCC(=O)N2CCC(C)CC2)s1,7%,11%,0.8%,-10%,8%,
N#C/C(=C/c1ccc(OCc2ccc(C(=O)O)cc2)c(Br)c1)c1cccc(F)c1,-2%,-9%,2.8%,1%,?,
COc1cc(SC)ccc1C(=O)OCC(=O)N1CCCC1,0%,2%,i,-7%,-9%,
Cc1ccc(NC(=O)COc2coc(CN3CCN(Cc4ccccc4)CC3)cc2=O)cc1,0%,-2%,i,5%,8%,
O=C(Cc1ccc(Br)cc1)Nc1cccc(S(=O)(=O)N2CCOCC2)c1,21%,/,5.7%,-7%,-1%,
CCOc1ccc(S(=O)(=O)Nc2cc(S(=O)(=O)N3CCOCC3)ccc2OC)cc1,-13%,/,i,-17%,-6%,
CCOC(=O)C1=C(CSCc2ccccc2)NC(=O)NC1c1cc(C)ccc1C (stereo unspecified),19%,-2%,i,8%,1%,
O=C(N/N=C1/CC2C=CCC12)c1cccs1 (stereo unspecified),/,/,0.8%,-11%,/,
COc1cc(OC)cc(OC(=O)C2CCN(C(=O)c3ccc(Cl)cc3)CC2)c1,/,/,0.6%,-1%,?,
Cc1ccccc1C(=O)N1CCC(C(=O)Nc2ccc(S(=O)(=O)N3CCCCC3)cc2)CC1,45%,4%,7.4%,9%,-8%,
NC(=O)CSc1nnc(-c2ccc(S(=O)(=O)N3CCOCC3)cc2)n1CC1CCCO1 (stereo unspecified),0%,-1%&1%,i,-6%,-9%,
CCOc1ccc(-n2c(SCC(N)=O)nnc2-c2ccco2)cc1,-2%,-1%,0.5%,-4%,-2%,
Clc1ccccc1CSc1nncn1NC/C=C/c1ccccc1,/,-3%,1.5%,-4%,16%,
O=C(Nc1ccccc1Cl)N(Cc1nc2ccccc2c(=O)[nH]1)Cc1cccs1,-8%,0%,1.6%,11%,-5%,
Cc1nnc(NC(=O)c2csc3c2CCC(C)C3)s1 (stereo unspecified),5%,-3%,0.9%,-10%,7%,
O=C(Nc1sc2c(c1C(=O)NCC1CCCO1)CCCC2)c1cccs1 (stereo unspecified),11%,1%,1.7%,-3%,2%,
CCN(CC)CCN1C(=O)C(=O)/C(=C(/O)c2ccncc2)C1c1ccccc1 (stereo unspecified),-4%,-10%,1.9%,2%,-6%,
CN1CC(=O)NC1=NC(=O)c1cc(F)c(F)cc1Cl,0%,-10%,0.3%,2%,15%,
Cc1ccc(CCSc2ccc(F)cc2)cn1,47%,6%,2.0%,/,16%,
COc1ccccc1OCCNC(=O)c1ccc(C)c(S(=O)(=O)N2CCOCC2)c1,12%,3%,7.3%,-3%,-16%,
# Further structures follow.
SMILES,tuberculosis growth,PhoP GFP inhibition,inhibitors of VEEV,influenza NS1A,M. tuberculosis HTS,others
Cc1cc(C)cc(N(C(=O)C(F)(F)F)C(C(=O)NC2CCCCC2)c2cccs2)c1 (stereo unspecified),17%,-5%,1.8%,-12%,1%,
Cc1ccc(N(C(C)C(=O)Nc2ccc(S(=O)(=O)N3CCOCC3)cc2)S(C)(=O)=O)cc1 (stereo unspecified),2%,-7%&1%,i,-1%,2%,
O=C(O)c1cc(=O)c2cc(Cl)ccc2o1,-10%,11%,0.4%,-11%,4%,
CCOC(=O)c1cccc(NC(=O)CSc2nnc(-c3ccoc3C)n2CCOC)c1,7%,7%,6.4%,14%,-7%,
CC(=O)NC12CC3CC(C1)CC(C(=O)Nc1nc4ccc(S(C)(=O)=O)cc4s1)(C3)C2,1%,0%,3.4%,1%,-9%,
CCN(CC(=O)Nc1ccccc1C(F)(F)F)C(=O)CCS(=O)(=O)c1ccc(C)cc1,-8%,5%,3.5%,-2%,-4%,
Cc1ccc(N2C(=O)C3C4CC(=O)C(c5ccccc54)C3C2=O)cc1 (stereo unspecified),11%,-4%,3.7%,7%,2%,
COc1cccc(N2CC(C(=O)Nc3ccc(C(=O)OC(C)C)cc3)CC2=O)c1 (stereo unspecified),18%,15%,7.7%,-5%,?,
COC(=O)c1ccc(C2C(C(=O)c3ccco3)=C(O)C(=O)N2c2cc(C)on2)cc1 (stereo unspecified),41%,7%,0.1%,-1%,3%,
COc1cc2ccccc2nn1,-11%,9%,1.7%,-1%,3%,
CCOC(=O)CNC(=O)CSc1nnc(Cn2c(=O)sc3ccccc32)n1-c1ccccc1C,47%,0%,i,3%,10%,
CCc1nnc(NC(=O)C2CCCN(c3nc(C)cc(C)n3)C2)s1 (stereo unspecified),-14%,-5%,1.1%,-5%,-5%,
COc1ccc(NC(=S)N(C(C)C)C2CCN(C(C)C)CC2)cc1Cl,30%,1%,/,/,64%,
CCCC(C)c1oc(=O)cc(O)c1C (stereo unspecified),/,/,0.8%,-22%,/,
Cc1nn(Cc2ccccc2Cl)c(C)c1C(=O)N(C)CC(=O)Nc1cccc(F)c1,23%,/,0.7%,-12%,2%,
CC1(O)c2ccccc2C(=O)N1Cc1ccccc1 (stereo unspecified),13%,-3%,1.6%,-18%,10%,
COCCOC(=O)C1=C(C)NC(=S)NC1c1cccs1 (stereo unspecified),17%,1%,2.0%,-18%,5%,
CC1CCN(S(=O)(=O)c2ccc(NC(=O)CSc3nnnn3C)cc2)CC1,5%,/,i,3%,-2%,
O=C(O)C1CCCN1C(=O)Nc1ccc(Cl)cc1 (stereo unspecified),-11%,-3%,0.2%,4%,2%,
Cc1nc2ccccc2c2oc(C(=O)N3CCN(c4ccc([N+](=O)[O-])cc4)CC3)cc12,-7%,-6%,i,2%,26%,
CS(=O)(=O)N1CCN(c2ncccn2)CC1,-3%,2%,i,-4%,-8%,

# Sorted by number of heavy atoms (largest number first): some entries from above
SMILES,tuberculosis growth,PhoP GFP inhibition,inhibitors of VEEV,influenza NS1A,M. tuberculosis HTS,others
CCOCC(=O)Nc1ccc(S(=O)(=O)N2CCC(c3nc4ccccc4[nH]3)CC2)cc1,16%,5%,5.8%,-12%,-2%,
Cc1cc(C)cc(N(C(=O)C(F)(F)F)C(C(=O)NC2CCCCC2)c2cccs2)c1 (stereo unspecified),17%,-5%,1.8%,-12%,1%,
CCCC[n+]1ccn(-c2nc3ccccc3nc2[N-]S(=O)(=O)c2ccccc2)c1,9%,3%,0.1%,-4%,-14%,
COc1ccc2nc(C)cc(SCC(=O)N/N=C/c3ccc(O)c(O)c3)c2c1,-10%,7%,i,-1%,-3%,
O=C(Nc1sc2c(c1C(=O)NCC1CCCO1)CCCC2)c1cccs1 (stereo unspecified),11%,1%,1.7%,-3%,2%,
CC(=O)Nc1ccc(NC(=O)c2sc(-c3ccccc3)nc2C)cc1,-20%,-3%,1.6%,-7%,-1%,
O=C(Nc1nccs1)C1CCN(S(=O)(=O)c2ccc(F)cc2)CC1,-7%,8%,i,8%,2%,
COCCOC(=O)C1=C(C)NC(=S)NC1c1cccs1 (stereo unspecified),17%,1%,2.0%,-18%,5%,
CC1(O)c2ccccc2C(=O)N1Cc1ccccc1 (stereo unspecified),13%,-3%,1.6%,-18%,10%,
Cc1cccc(NC(=S)N2CCCCC2)c1,-18%,-2%,0.3%,-2%,-1%,
CCCC(C)c1oc(=O)cc(O)c1C (stereo unspecified),/,/,0.8%,-22%,/,
